# ATG4B inhibitor = ATG4B protease inhibitors, primary screen, biochemical, fluorescence, uHTS | 0.51% of 340,000 active | ATG4B cleavage of LC3-PLA2, NBD-HPC fluorescence, 1 h | inhibition, % at 8.33 µM | Cysteine protease ATG4B (Homo sapiens), Q9Y4P1; in the data active means inhibition above about 40%
# HKDC1 inhibitor = HKDC1 hexokinase inhibitors, primary screen, biochemical, fluorescence, uHTS; recombinant HKDC1, G6PDH/diaphorase resazurin coupled fluorescence; 0.16% of 340,000 active; inhibition, % at 20 µM;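 active means inhibition above about 35% when tested at 20 µM, limit read from the data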;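 further: plate controls were DMSO wells with enzyme for no effect and DMSO wells lacking enzyme for full effect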
#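 Test system: HK5 enzyme. Quantity: 5 µg/mL HK5 final. Reagent: glucose and ATP substrates. Schedule: 90 min reaction incubation at room temperature, dark. Technique: resazurin-to-resorufin fluorescence via G6PDH and diaphorase coupling, 525/613 nm. Control set: DMSO wells with and without enzyme mix.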
# GRIN3A LBD mod = binders of NR3A ligand-binding domain, primary screen, biophysical, differential scanning fluorimetry, uHTS; AID 1259313, 2017; Tm shift relative to glycine control, % at 25 µM; NR3A LBD differential scanning fluorimetry, Tm shift; 0% = protein alone, 100% = glycine-bound protein; Glutamate receptor ionotropic, NMDA 3A (GRIN3A) ligand-binding domain; 2.5% of 340,000 active;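 active means melting temperature shift of at least 10% of the positive control shift, at one fixed dose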
# SENP8 block = human SENP8 protease inhibitors, primary screen, biochemical, fluorescence, Nedd8 protein substrate, uHTS; Sentrin-specific protease 8 (Homo sapiens), Q96LD8; recombinant SENP8; inhibition, % at 20 µM; 0.64% of 360,000 active; AID 602440, 2012; in the data active means inhibition mostly above about 40%, no sharp cut-off; inactive means mostly below about 27%
# Target sequence (Q96LD8 whole entry, looked up): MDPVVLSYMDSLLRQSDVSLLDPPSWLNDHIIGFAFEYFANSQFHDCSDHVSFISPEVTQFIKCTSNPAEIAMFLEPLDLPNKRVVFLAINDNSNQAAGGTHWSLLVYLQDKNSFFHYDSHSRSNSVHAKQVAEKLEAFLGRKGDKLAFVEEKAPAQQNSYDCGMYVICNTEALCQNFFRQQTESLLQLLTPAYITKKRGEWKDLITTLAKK
# MPTP block = mitochondrial permeability transition pore inhibitors, primary screen, biochemical, isolated mouse mitochondria, absorbance; 1.4% of 360,000 active; Ca2+ swelling absorbance, 30 min; inhibition, % at 10 µM;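 active means inhibition of 50% or more, scaled per plate between neutral and stimulator controls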;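 further: 0% = DMSO wells given calcium and 100% = 1 mM EGTA wells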
# SENP7 inh = SENP7 protease inhibitors, primary screen, biochemical, luminescence, uHTS. recombinant SENP7, Z-RLRGG-aminoluciferin luminescence, 40 min. inhibition, % at 5 µM. 1.5% of 330,000 active. Sentrin-specific protease 7 (Homo sapiens), Q9BQF6;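 active means inhibition above about 50% at the single test dose, limit read from the data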;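 further: plate controls were DMSO with enzyme for no effect and no enzyme buffer wells for full effect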
# Target sequence (Q9BQF6 706-1050 limits assumed): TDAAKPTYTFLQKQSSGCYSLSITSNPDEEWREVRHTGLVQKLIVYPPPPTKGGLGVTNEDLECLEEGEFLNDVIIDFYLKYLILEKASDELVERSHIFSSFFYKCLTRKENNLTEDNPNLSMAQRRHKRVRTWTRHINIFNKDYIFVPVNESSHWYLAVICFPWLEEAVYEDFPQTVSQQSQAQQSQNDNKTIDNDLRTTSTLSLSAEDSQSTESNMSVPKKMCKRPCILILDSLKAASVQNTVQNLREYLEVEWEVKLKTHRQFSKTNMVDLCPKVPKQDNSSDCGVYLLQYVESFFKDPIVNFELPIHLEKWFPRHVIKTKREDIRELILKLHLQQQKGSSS
# SENP6 inh = SENP6 protease inhibitors, primary screen, biochemical, luminescence, uHTS; Sentrin-specific protease 6 (Homo sapiens), Q9GZR1; Recombinant SENP6 catalytic domain, aminoluciferin luminescence; inhibition, % at 10 µM; 1.8% of 330,000 active; AID 2599, 2010;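 active means inhibition above about 50% at the single tested dose, limit read from the data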;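 further: plate controls were DMSO wells with enzyme for no effect and DMSO wells lacking enzyme for full effect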
# Target sequence (Q9GZR1 628-1112 limits assumed): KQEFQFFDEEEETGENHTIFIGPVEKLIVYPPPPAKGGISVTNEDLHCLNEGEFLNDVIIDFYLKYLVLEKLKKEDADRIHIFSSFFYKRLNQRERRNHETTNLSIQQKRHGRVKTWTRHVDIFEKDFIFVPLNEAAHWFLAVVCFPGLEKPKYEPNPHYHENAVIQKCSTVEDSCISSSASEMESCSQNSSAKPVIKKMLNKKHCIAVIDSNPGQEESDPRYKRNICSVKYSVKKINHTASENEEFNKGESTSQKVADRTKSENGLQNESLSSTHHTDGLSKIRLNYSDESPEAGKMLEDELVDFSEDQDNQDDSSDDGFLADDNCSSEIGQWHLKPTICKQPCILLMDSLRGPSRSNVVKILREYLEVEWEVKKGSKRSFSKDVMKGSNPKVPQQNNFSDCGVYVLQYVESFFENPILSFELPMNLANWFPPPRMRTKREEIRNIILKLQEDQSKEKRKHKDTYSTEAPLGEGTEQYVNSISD
# PfG6PD inh = PfG6PD enzyme inhibitors, primary screen, biochemical, fluorescence intensity, uHTS. glucose-6-phosphate dehydrogenase-6-phosphogluconolactonase (Plasmodium falciparum 3D7). PfGluPho enzyme, NADPH resazurin-diaphorase fluorescence. inhibition, % at 20 µM. 0.78% of 350,000 active. AID 504690, 2011;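 active means inhibition reaching at least a set limit at 20 µM in the primary screen, cut at about 59% in these data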;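 further: 0% = DMSO wells with substrate and 100% = DMSO wells lacking glucose-6-phosphate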
# Active calls of the source: *; . = no result given; & = joins results of further samples; ! = a repeat was not active.
# Sequence of screens – MPTP block	PfG6PD inh	ATG4B inhibitor	SENP6 inh	HKDC1 inhibitor	SENP7 inh	GRIN3A LBD mod	SENP8 block
- COCc1cc(C)nc(SCc2ccc(Cl)cc2)c1C#N
  1.0	-2	-11	-29	8	-4	4	-4
- CC(OC(=O)c1cc(S(=O)(=O)N2CCOCC2)ccc1Br)C(=O)N1CCOCC1 (stereo unspecified)
  0.5	0	-7	5	-5	3	-1	0
- Cc1ccc2c(c1C)NC(C)CC2C (stereo unspecified)
  -2.0	5	-10	5	-1	12	1	7
- COc1ccc(-c2nc(CN3CCN(C(=O)c4ccco4)CC3)c(C)o2)cc1OC
  -0.6	21	23	1	-4	7	3	-9
- S=C1NC2=C(CCCC2=C2SCCCS2)C(c2ccccc2)N1 (stereo unspecified)
  -0.9	2	15	12	21	6	1	-6
- Cn1cc(Cl)c(C(=O)N(Cc2ccccc2)c2ccccn2)n1
  -2.0	-6	3	2	-7	-4	-2	2
- C=Cc1c(C)c2cc3[nH]c(cc4nc(cc5nc(cc1[nH]2)C(C)=C5CCC(=O)O)C(CCC(=O)O)=C4C)c(C)c3C=C
  -1.2&1.8	13&47	48*!	-45&-67	3&34	5&-1	-1&2	8&37
- CCOc1ccc(C2C(C#N)=C(C)NC3=C2C(=O)c2ccccc23)cc1 (stereo unspecified)
  2.0	1	5	8	3	-2	-8	-221
- Cc1c(O)ccc2c3c(c(=O)oc12)CCC(C)C3 (stereo unspecified)
  2.6	1	-1	-5	-1	-10	-5	-448
- CCCN1CCC(=O)N(CCN=[N+]=[N-])CC1
  -1.5	-3	3	7	-6	9	-3	7
- CC1(C)CC(=O)C(/C=N/n2c(C(F)(F)F)nc3ccccc3c2=O)=C(O)C1
  -0.9	-6	7	-4	13	-2	-4	-122
- O=C(NNS(=O)(=O)c1ccc2ccccc2c1)c1cccnc1
  1.0	-10	-10	9	-4	-4	1	0
- Cc1nc(NC(=O)COc2ccccc2)sc1C(=O)Nc1cccc(Cl)c1
  -0.1	-8	-5	-2	2	47	7	-40
- O=C1CCC/C(=N\NC(=O)c2ccc(COc3cccc4cccnc34)cc2)C1
  0.7	-12	0	-7	-6	1	-6	-15
- Clc1ccc2nc(-c3ccccc3)nc(C(Cl)Cl)c2c1
  -0.3	-4	5	.	1	.	-3	32
- CCn1c(SCC(=O)N2CCN(c3ccc(F)cc3)CC2)nnc1-c1ccncc1
  0.8	-5	-8	.	-13	.	1	10
- Cc1nnc(SCC(=O)NCc2ccc3c(c2)OCO3)[nH]c1=O
  -2.4	-13	2	19	3	-3	0	9
- Cn1c(=O)c2c(n(Cc3ccccc3)c1=O)NC(=O)C2CC(=O)NCc1cccc(Cl)c1 (stereo unspecified)
  1.9	-8	-1	0	0	8	-4	-3
- Nc1nonc1-n1nnc(C(=O)N/N=C/c2cccnc2)c1-c1cccs1
  -1.8	24	-1	11	-2	1	0	0
- COc1cccc(OCc2ccc(C(=O)NCC3CCCO3)cc2)c1 (stereo unspecified)
  3.5	-18	4	3	4	3	2	13
- Cc1ccccc1CN1CCC(n2nccc2NC(=O)CCCc2ccccc2)CC1
  -0.8	-3	14	-2	-4	-13	-1	15
- COc1ccc(C(=O)NCC2(c3ccccc3)CCOCC2)cc1
  0.2	-4	9	11	-6	6	2	14
- CC1CCCCN1C(=S)NCc1ccco1 (stereo unspecified)
  2.1	6	0	3	-6	7	1	1
- O=C(Cc1cccc2ccccc12)N1CC[C@@]2(O)CCCC[C@H]2C1
  2.2	-5	-8	-4	-4	2	0	6
- COc1cccc(Nc2nc(CC(C)=O)ns2)c1
  0.5	1	-7	-9	0	-5	1	14
- CCOC(=O)C1(Cc2ccccc2)CCN(Cc2cccc(OC)c2O)CC1
  1.3	23	-3	-7	19	2	0	12
- CSCCC(=O)NC1CCCN(CCc2ccccc2)C1 (stereo unspecified)
  -0.3	2	-3	1	-5	12	0	5
- CCCCCCCCCOC(=O)C[n+]1csc(CCO)c1C
  39	-18	-10	-14	-10	-4	-1	14
- Cc1cc(Cl)ccc1OCCCC(=O)Nc1cccc(-n2cnnn2)c1
  2.7	17	-26	-6	2	-1	4	4
- COc1ccc(/C=C2\SC(=S)N(CCC(=O)Nc3cccc(C(=O)O)c3)C2=O)cc1
  0.2	-13	4	62*	7	6	-5	25
- CC(C)NC(=O)CC(=O)N/N=C/c1ccc(F)cc1
  0.1	30	4	-7	-7	-3	-1	3
- Cn1c(=O)[nH]c(=O)c2c1nc(N1CCOCC1)n2CCc1ccccc1
  -0.5	16	-10	-6	-4	2	1	14
- CC(C)Oc1cccc(C(=O)Nc2ccc(N3CCN(C)CC3)cc2)c1
  0.4	8	0	-8	-3	10	-1	14
- Cc1cc2oc(=O)cc(CN3CCc4ccccc43)c2cc1Cl
  -0.4	2	4	-4	5	9	-3	-92
- CNC(=S)N/N=C/c1c(C)nn(-c2cccc(Cl)c2)c1Cl
  2.1	-6	-9	-11	-6	4	4	14
- Cc1ccc2oc(=O)n(Cc3ccccc3)c2c1
  1.0	-4	-5	2	-5	-2	-3	4
- Cc1ccnc(N2CCC(C(=O)NCc3ccccc3F)CC2)n1
  -0.2	-7	2	-10	-7	-1	-2	-63
- COc1ccc(-c2nnc(SC)n2C)cc1
  -0.9	0	2	4	-4	9	2	19
- CCCOc1cccc(C2C(C(=O)c3ccco3)=C(O)C(=O)N2c2nnc(C)s2)c1 (stereo unspecified)
  -1.0	0	-5	-19	5	1	-3	-25
- C[C@H]1CCC[C@]2(CC(=O)c3cc(F)ccc3O2)C1
  0.2	12	-1	-5	4	8	2	-71

# Limited to MPTP block and HKDC1 inhibitor (4 entries from above):
canonical_smiles | MPTP block | HKDC1 inhibitor
Cc1nc(NC(=O)COc2ccccc2)sc1C(=O)Nc1cccc(Cl)c1 | -0.1 | 2
O=C1CCC/C(=N\NC(=O)c2ccc(COc3cccc4cccnc34)cc2)C1 | 0.7 | -6
Clc1ccc2nc(-c3ccccc3)nc(C(Cl)Cl)c2c1 | -0.3 | 1
CCn1c(SCC(=O)N2CCN(c3ccc(F)cc3)CC2)nnc1-c1ccncc1 | 0.8 | -13

# Continuation.
# Sequence of screens – MPTP block	PfG6PD inh	ATG4B inhibitor	SENP6 inh	HKDC1 inhibitor	SENP7 inh	GRIN3A LBD mod	SENP8 block
- COc1ccc(C(CC(=O)Nc2ccc(C)cn2)N2Cc3ccccc3C2=O)cc1 (stereo unspecified)
  1.1	-17	-3	-5	2	1	1	10
- COc1cc(/C=C2\SC(N3CCC(C)CC3)=NC2=O)ccc1O
  -0.1	30	-5	-10	8	7	-2	-80
- OCC1(CCCc2ccccc2)CCN(Cc2ccc(F)cc2)CC1
  0.2	6	4	11	-5	10	-1	16
- COc1ccc(C(=O)Nc2ccnn2C2CCN(C(=O)c3cc(C)on3)CC2)cc1
  -0.4	0	1	5	-3	-2	-5	8
- CC(NC(=O)COC(=O)CSc1ccc(F)cc1)c1ccc(F)cc1 (stereo unspecified)
  -2.5	6	-16	6	-2	3	-3	16
- CCS(=O)(=O)N1CCC(C(=O)c2ccc(Cl)cc2)CC1
  0.8	-5	5	-5	-7	8	-1	7
- O=C(Nc1cccc(C(=O)N2CCCCC2)c1)c1ccccc1Br
  0.8	-1	2	2	4	-1	1	13
- COc1cc(OC)c(C#N)c(S(=O)(=O)Cc2ccccc2)c1
  0.2	24	-15	-14	-2	-9	12*	15
- COc1cc(C(=O)NCc2cn3ccsc3n2)cc(OC)c1OC
  -1.4	2	8	-4	-3	-11	-2	9
- Cc1ccccc1CN1C[C@@H]2C[C@@H](c3cn(C)nc3-c3ccccc3)N3CCC[C@@]23C1=O
  -2.5	51	9	0	6	-6	1	10
- CC1=C(C(=O)OCCOC(C)C)C(c2cccnc2)C2=C(CCCC2=O)N1 (stereo unspecified)
  -3.0	-3	1	-12	-5	-5	0	-475
- O=C(CSc1cccc[n+]1[O-])C12CC3CC(CC(C3)C1)C2
  0.4	9	-3	-4	-4	3	1	8
- N#C/C(=C\c1ccc[nH]1)C(=O)c1ccccc1
  0.4	8	2	13	6	7	-3	4
- CCn1cc(C(=O)NCC2CCCO2)c(=O)c2cc(F)c(N3CCN(C)CC3)cc21 (stereo unspecified)
  0.4	6	-20	-3	-6	-3	-2	-485
- COc1ccccc1C(=O)NC1CCSc2ccccc21 (stereo unspecified)
  2.3	-16	3	3	-1	0	-1	-5
- CCN1C(=O)[C@H]2[C@@H](c3ccc(C)cc3)N3C(=O)N(c4ccc(C)cc4)C(=O)[C@@]3(Cc3ccccc3)[C@H]2C1=O
  0.0	-9	-2	3	5	9	-1	23
- CCOc1cccc(=O)c2c(C)n(Cc3ccccc3)c(C)c12
  0.7	7	-16	5	-7	-3	-1	14
- Cc1cc(N2C(=O)C(O)=C(C(=O)c3cc4ccccc4o3)C2c2ccc(Cl)cc2)no1 (stereo unspecified)
  2.7	-35	-2	11	3	17	-3	-60
- CC1CC1c1ccc(/C=C(\C#N)C(=O)Nc2ccc(Cl)cc2)o1 (stereo unspecified)
  23	18	-7	-9	-4	-3	-26	-47
- OCC1(Cc2ccccc2)CCN(C2CCN(c3ccccc3F)CC2)CC1
  28	-11	6	-13	0	4	-5	10
- CCC(C)(C(=O)Nc1ccccc1C)N(C(=O)CNC(C)=O)c1ccc(C)cc1 (stereo unspecified)
  -1.3	-1	-5	-8	-13	6	3	12
- CC(C)CN1CCC(=O)N(CCO)CC1
  -0.7	5	4	13	-10	7	3	15
- CC(NC(=O)Cc1cccs1)C(c1cccs1)N1CCN(c2ccccc2F)CC1 (stereo unspecified)
  -0.9	3	2	-3	14	-4	-24	2
- COc1ccc(F)cc1C(=O)C1CCCN(C(=O)CCN2CCCCO2)C1 (stereo unspecified)
  1.2	2	-6	6	-7	9	1	7
- Cc1ccc(C)c2[nH]c(=O)c(C(c3nnnn3Cc3ccccc3)N3CCc4ccccc4C3)cc12 (stereo unspecified)
  6.0	16	-10	66*	-2	46	-5	-32
- Cc1cccc(-n2c(O)c(C=NC3CCS(=O)(=O)C3)c3ccccc3c2=O)c1 (stereo unspecified)
  0.3	4	3	14	-4	-2	3	25
- CC1CCC2(CC1)NC(=O)N(CC(=O)N1CCN(S(=O)(=O)c3ccccc3)CC1)C2=O (stereo unspecified)
  -2.1	-12	-7	-15	6	-5	-1	10
- Cc1cccc(N(C(=O)CNC(=O)c2ccco2)C(C(=O)NC2CCCCC2)c2cccnc2)c1 (stereo unspecified)
  -0.4	-6	0	-31	-3	-6	1	0
- CCOc1ccc2[nH]c3c(NCCc4ccc(OC)c(OC)c4)ncnc3c2c1
  40	25	-6	-10	3	-8	6	-457
- N#C/C(=C\c1ccc(N2CCCCC2)c([N+](=O)[O-])c1)c1nn(-c2ccccc2)c(N)c1C#N
  0.2	-8	3	-6	-3	1	-3	6
- COC(=O)CS(=O)(=O)c1cc([N+](=O)[O-])ccc1NC(=O)OC
  0.1	-8	-5	-20	6	-3	0	14
- Cc1ccc2c(c1)C1CN(C)CCC1N2C(=O)Nc1ccc(Cl)cc1 (stereo unspecified)
  87*	5	-3	.	1	.	3	0
- Cc1ccc(-c2nnc(N(C)C(=O)c3ccccn3)s2)cn1
  -2.9	5	0	-14	0	-13	1	2
